K1F lysis inhibition – inhibition of K1F phage lysis, E. coli UTI89, bacterial capsule biogenesis inhibitors, alamar blue (AID 488966) | E. coli UTI89 K1F phage lysis, alamar blue, 2 h; higher % means a stronger effect | one-dose inhibition, % at 100 µM; IC50 in µM for titrated hits | actives 0.02% (n = 340,000);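 active = phage lysis inhibition, versus mean bacterial control, above a set limit; inconclusive = no clear call, values can overlap the other calls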;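 also: capsule biogenesis inhibitors block K1F phage lysis so surviving cells raise fluorescence; higher fluorescence means more inhibition of phage lysis; actives were called in the ten point dose series up to 300 µM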
Dengue-2 NS5 capping – Dengue-2 NS5 methyltransferase inhibitors, primary screen, biochemical, confirmation dose response (AID 588689). Genome polyprotein (Dengue virus type 2 (strain 16681-PDK53)). Dengue-2 NS5 methyltransferase capping enzyme assay, biochemical; higher % means a stronger effect. inhibition, % at 25 µM, or IC50 in µM where a hit was titrated. actives 0.3% (n = 340,000); in the data active = a potency from the dose series; inconclusive = inhibition above about 29% without an active follow-up result
RSV CPE inhibition – RSV antiviral activity via CPE protection, HEp-2 cells, primary 10 µM value included (AID 2391) | HEp-2 cells, RSV-induced CPE inhibition; higher % means a stronger effect | CPE inhibition, % at 10 µM; hits with a dose series show IC50 in µM | actives 0.13% (n = 310,000); in the data active = a potency from the dose series; inconclusive = CPE inhibition mostly from about 23% at the one dose, without a potency; inactive = the rest, 99 in 100 with CPE inhibition below about 21%; also: strong numbers were not always called active
West Nile virus CPE – West Nile virus antiviral activity, cell-based, CPE readout (AID 1621); West Nile virus-infected cells, CPE inhibition; higher % means a stronger effect; CPE inhibition, % at 10 µM; hits with a dose series show IC50 in µM; actives 0.02% (n = 290,000); in the data active = a potency from the dose series; inconclusive = CPE inhibition mostly from about 3.7% at the one dose, without a potency; inactive = the rest, 99 in 100 with CPE inhibition below about 2.2%; also: strong numbers were not always called active
XIAP antagonists – XIAP antagonists, biochemical, IAP family, fluorescence polarization (AID 1018) | E3 ubiquitin-protein ligase XIAP (Homo sapiens) | XIAP BIR domain, fluorescence polarization peptide displacement; higher % means a stronger effect | displacement, % at 20 µM, or IC50 in µM where a hit was titrated | actives 0.007% (n = 200,000); in the data active = displacement above about 50%; also: a part of the inactive calls stands beside numbers as strong as those of hits
WT yeast gro inh – growth inhibition of WT strain, primary screen, mitochondrial fusion inhibitor project, WT and mutant strains, chemical genetic. mitochondrial fusion phenotypic screen. inhibition, % at 10 µM. actives 2.1% (n = 190,000); in the data active = inhibition above about 58%; tested in S. cerevisiae
ER stress rescue – rescue of cells from ER stress-induced death, primary screen, 384-well, CSM14.1, thapsigargin, ATP luminescence (AID 1222); CSM14.1 thapsigargin-induced death rescue, ATP luminescence; higher % means a stronger effect; cellular ATP content (survival), % at 20 µM, or EC50 in µM where a hit was titrated; 190,000 tested, under 10 active;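 active = EC50 below 50 µM in the dose-response confirmation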;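 also: death triggered by thapsigargin at about 15 µM added after 2 h compound pretreatment; cell ATP read after overnight thapsigargin exposure of roughly 18 to 22 hours; normalized against plate controls of thapsigargin alone and 5% DMSO vehicle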
Yfh1-off respiration – enhancers of respiration in Yfh1-depleted yeast, dose response, Friedreich's ataxia, plus single-dose screen (AID 1465); S. cerevisiae Yfh1-off respiration, WST-1 reduction, 72 h; higher fold induction means a stronger effect; one-dose fold induction at 50 µM; EC50 in µM for titrated hits; actives 0.074% (n = 220,000);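 active = fold induction of absorbance versus untreated yeast above a set limit, then at least 30% activation at any dose in follow-up; inconclusive = repeats straddling the limit, or above it without dose testing; inactive = fold induction below the set limit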;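 also: activators that raise dye reduction in frataxin-depleted yeast; strong numbers were not always called active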
Large T inhibition – SV40 large T antigen inhibitors, biochemical (AID 1903). inhibition, % at 20 µM; hits with a dose series show IC50 in µM. SV40 large T antigen ATPase/helicase inhibition assay; higher % means a stronger effect. actives 0.39% (n = 310,000); in the data active = a potency from the dose series; inconclusive = inhibition mostly from about 32% at the one dose, without a potency; inactive = the rest, 99 in 100 with inhibition below about 32%; also: strong numbers were not always called active
WT yeast gro inh mutant strain – second read-out of WT yeast gro inh, no call of its own (marks repeat the call); inhibition, %; mitochondrial fusion phenotypic screen, mutant strain inhibition
Dengue-2 NS5 capping pilot replicate – also measured in Dengue-2 NS5 capping; calls as there; inhibition, %; measured here: pilot screen replicate inhibition
* marks the source's active call; other numbers are inactive results; i = inactive; u = inconclusive; x = no result given; [ ] = another dose, or the depositor's remark.

SMILES	K1F lysis inhibition	Dengue-2 NS5 capping	RSV CPE inhibition	West Nile virus CPE	XIAP antagonists	WT yeast gro inh	WT yeast gro inh mutant strain	ER stress rescue	Yfh1-off respiration	Large T inhibition	others
Cc1cc(C)c[n+](-c2[nH]c(=O)sc2/C=N/N=C(\N)[S-])c1	0.3%	8%	-1.6%	0.0%	-2.1%	2	10	-1.0%	i	13%
O=C(NCCOc1ccccc1Cl)c1ncn[nH]1	0.0%	-8%	0.3%	13%	-2.1%	-3	-2	2.1%	i	28%
Cc1ccc(C)c(C(C)NC(=O)C2CCCO2)c1 (stereo not drawn)	-1.6%	-8%	0.9%	-0.4%	x	x	x	x	x	11%
Cc1cc(C)n(CCc2nc(-c3ccc(-c4ccccc4)cc3)cs2)n1	3.1%	x	2.2%	-0.9%	-2.2%	18	-15	-0.2%	i	6%
CCCc1nnc(SCC(=O)Nc2ccccc2F)o1	0.3%	1%	-0.2%	-0.3%	x	x	x	x	x	4%
CC(C)(C)c1csc(NC(=O)CCc2ccccc2)n1	0.3%	-5%	12%	-0.9%	x	x	x	x	x	7%
O=C(CN1C(=O)c2ccccc2C1=O)NCC(=O)OCC(=O)c1cccc([N+](=O)[O-])c1	1.8%	3%	3.9%	0.3%	-12%	-4	-7	-1.2%	i	4%
CCN(CC)c1nc(Oc2ccc(=O)[nH]n2)nc(N2CCOCC2)n1	3.4%	2%	1.6%	0.0%	-34%	-3	11	-1.7%	i	-2%
CCOC(=O)C1CCN(S(=O)(=O)c2ccc3c(c2)N(C)C(=O)CC(=O)N3C)CC1	1.8%	-14%	-0.1%	-0.2%	x	x	x	x	x	10%
Cc1cc(C)c2c(N)c(C(=O)Nc3c(C)n(C)n(-c4ccccc4)c3=O)sc2n1	1.9%[50 µM]	0%	1.5%	-0.1%	x	x	x	x	x	9%
c1cc(-c2ccncc2)ccn1	0.3%	-2%	0.9%	-0.2%	-3.1%	-2	-6	-0.2%	i	5%
O=C(CSc1nc(-c2ccccc2)c(-c2ccccc2)[nH]1)NCC1CCCO1 (stereo not drawn)	0.7%	7%	1.4%	-0.8%	-5.0%	-16	5	1.7%	i	23%
O=C(Cc1cccs1)Nc1nnc(SCc2ccc(C(F)(F)F)cc2)s1	4.0%	-6%	3.0%	x	-2.9%	10	4	-0.2%	x	21%
CCOc1ccc(C(=O)OCC(=O)NCc2ccco2)cc1OCC	0.3%	2%	3.4%	0.5%	-3.7%	-6	-17	3.2%	i	16%
COc1cccc(C(=O)N2CCN(Cc3cn[nH]c3-c3ccc(F)cc3F)CC2)c1	0.9%	-5%	0.8%	0.0%	-8.1%	12	16	3.2%	i	8%
CSCSC1=C(C#N)C(c2ccc(Cl)cc2)C(C(C)=O)=C(C)N1 (stereo not drawn)	x	x	7.5%	-0.9%	-12%	57	21	-1.3%	i	5%
COc1ccc(CNS(=O)(=O)c2cc(CN3C(=O)c4cccnc4C3=O)ccc2OC)cc1	-0.2%	-8%	0.5%	2.4%	x	x	x	x	x	8%
CCN1CCN(C(C(=O)NC2CCCCC2)c2ccc(Cl)cc2)CC1 (stereo not drawn)	0.1%	5%	-0.1%	0.0%	-22%	2	5	0.6%	i	2%
Cc1cc(OCC(=O)Nc2cc(S(=O)(=O)N3CCOCC3)ccc2N2CCCC2)ccc1C(C)C	-0.6%[50 µM]	-9%	-2.0%	x	x	x	x	x	x	1%
Cc1ccc(C(=O)NCC(=O)N2CCN(c3ccccc3)CC2)cc1	0.1%	0%	2.7%	-0.9%	x	x	x	x	x	4%
Clc1ccc(SCc2cn3cccnc3n2)cc1	0.0%	-3%	-0.6%	0.4%	0.2%	-22	-3	-1.1%	i	3%
Cc1c(C(=O)C(=O)N2c3ccc(F)cc3CCC2C)c2ccccc2n1C (stereo not drawn)	7.4%	-3%	2.4%	-1.1%	-1.6%	-7	-4	-1.0%	i	0%
CCOc1cc(CNCCO)cc(Br)c1OCc1ccccc1	2.2%	8%	3.5%	-1.5%	0.3%	17	19	-3.2%	i	10%
CCc1ccc(OCC(=O)NN2Cc3ccccc3C2=N)cc1	0.3%	-8%	-1.2%	-0.1%	-1.2%	-1	4	-0.5%	i	9%
CCOC(=O)CN(C(=O)Cn1nnc2ccccc21)C(C(=O)NCCOC)c1ccccc1C (stereo not drawn)	1.4%	-2%	0.6%	-0.5%	-0.8%	1	-3	1.7%	i	-2%

More results.
SMILES	K1F lysis inhibition	Dengue-2 NS5 capping	RSV CPE inhibition	West Nile virus CPE	XIAP antagonists	WT yeast gro inh	WT yeast gro inh mutant strain	ER stress rescue	Yfh1-off respiration	Large T inhibition	others
O=c1cc(-c2ccccc2Cl)c2c([nH]1)CCC2	2.6%	4%	4.0%	-0.1%	-18%	1	-3	0.9%	i	25%
O=C(Nc1cccc([N+](=O)[O-])c1)c1ccc2nc(N3C(=O)CCC3=O)sc2c1	-1.1%	1%	1.9%	0.1%	-3.5%	-15	-5	2.9%	i	-6%	Dengue-2 NS5 capping pilot replicate=-5.9
CN1CC(=O)N(CC(=O)Nc2cc(Cl)cc(Cl)c2)C1=O	-0.3%	-8%	2.2%	-0.8%	-4.3%	-7	0	0.6%	i	3%
CCc1ccccc1NC(=S)NC1CC2CCC(C1)N2Cc1ccco1 (stereo not drawn)	0.3%[50 µM]	-1%	-2.5%	-0.5%	-2.8%	0	6	-0.8%	i	6%
CN(Cc1nccn1C)C(=O)CC1C(=O)NCCN1Cc1ccc(F)cc1Cl (stereo not drawn)	-0.1%	3%	1.0%	-0.7%	x	x	x	x	x	25%
N#CC1=C(N)SC(N)=C(C#N)C1CCc1ccccc1	-0.5%	-6%	4.1%	-0.4%	-4.8%	0	4	-2.0%	i	12%
Cc1ccccc1CN1CCc2c(OCC(=O)N3CCCCC3)cccc2C1=O	0.1%	1%	1.3%	-2.1%	-0.9%	-4	-23	2.3%	i	-3%
Cc1ccc(-c2nnn(CC(=O)N(Cc3ccco3)C(C(=O)NC3CCCC3)c3cccs3)n2)o1 (stereo not drawn)	-0.5%	-2%	0.6%	-0.4%	-11%	-4	-16	1.8%	u	-1%
O=C(NCc1nnc(SCC(=O)N2CCCc3ccccc32)o1)c1ccccc1F	0.4%	4%	2.9%	-0.6%	-4.4%	1	-4	-0.7%	i	-4%
Cc1ccc2cc(CCNC(=O)C(C)C)c(=O)[nH]c2c1	-1.1%	-6%	2.4%	-0.1%	-0.9%	10	-4	x	i	-4%
Cc1ccc(NC(=O)/C=N/OCC(=O)NCc2ccccc2Cl)cc1	0.3%	-5%	2.7%	-0.1%	x	x	x	x	i	10%
Cc1ccccc1CNC(=O)Cn1ccc2cc(S(=O)(=O)N3CCCCCC3)ccc21	0.2%	-4%	1.9%	0.1%	x	x	x	x	x	6%
COc1ccc(OC)c(CNC(=O)C2CCN(S(C)(=O)=O)CC2)c1	-0.3%	-7%	3.2%	-0.2%	-4.4%	3	0	-0.1%	i	13%
Cc1cc(C)n(C(CC(=O)O)C(=O)O)n1 (stereo not drawn)	3.2%	1%	1.2%	0.2%	-4.7%	-5	-6	0.0%	i	11%
Cc1nn(Cc2ccc(F)cc2)c(C)c1NC(=O)c1noc2c1CCc1ccccc1-2	-0.5%	-1%	2.9%	0.3%	-4.8%	9	4	-2.5%	i	0%
CCOc1ccc(-c2[nH]nc3c2C(c2ccc4c(c2)OCO4)C(C#N)=C(N)O3)cc1OC (stereo not drawn)	0.9%	10%	0.5%	x	1.2%	24	7	-1.8%	x	17%
CCN1C(=O)[C@@H]2[C@@H](c3ccc(-c4ccc(F)cc4)cc3)N3CCCC[C@@]3(C(=O)OC)[C@@H]2C1=O	1.0%	-11%	0.9%	x	x	x	x	x	x	17%
CCOC(=O)C1=C(c2ccccc2)Nc2ncnn2C1c1ccccn1 (stereo not drawn)	0.3%	2%	-0.7%	-0.9%	-7.4%	9	-8	-0.4%	i	1%
Cc1cc(C(F)F)n2nc(C(=O)Nc3cccc(S(=O)(=O)N4CCOCC4)c3)nc2n1	-0.6%	-2%	2.4%	-0.5%	x	x	x	x	x	3%
CCN(CC)CCNC(C(=O)Nc1ccc([N+](=O)[O-])cc1Br)c1ccccc1 (stereo not drawn)	1.7%[50 µM]	3%	0.9%	-0.9%	-7.9%	-3	-6	-3.0%	i	11%
CSc1nc2sc3c(c2c(=O)[nH]1)CCC(C)C3 (stereo not drawn)	1.1%	-1%	-0.6%	-0.1%	-2.8%	5	-15	-3.4%	i	5%
CC(C)C(c1nnnn1Cc1ccc(F)cc1)N1CCN(C2CCCCC2)CC1 (stereo not drawn)	0.0%	-4%	-1.0%	-0.2%	-5.4%	-16	-5	0.3%	i	-2%
CCOc1ccccc1NC(=O)c1cnc(NS(=O)(=O)c2ccccc2)nc1	0.8%	-4%	2.9%	-0.1%	x	x	x	x	x	8%
CC(C)[C@H](NC(=O)c1ccc(C(C)(C)C)cc1)C(=O)Nc1nnc(C2CC2)s1	0.0%[50 µM]	-6%	7.3%	0.1%	35%	-5	2	-0.4%	i	3%
Nc1n[nH]c(=S)n1/N=C1/C(=O)Nc2ccccc21	0.1%	-1%	x	-0.3%	-1.2%	-9	-4	-1.0%	i	7.6µM*
CS(=O)(=O)C1=NSC2=NC(=O)/C(=C\c3ccc(OS(=O)(=O)c4ccccc4)cc3)C(=N)N21	0.1%	9%	1.6%	0.3%	x	x	x	x	x	29%
c1cncc(-c2nc3c(ccc4ccccc43)[nH]2)c1	0.7%	1%	1.5%	0.6%	0.2%	12	7	-1.5%	i	u

Not a retest: entries from further up.
SMILES	K1F lysis inhibition	Dengue-2 NS5 capping	RSV CPE inhibition	West Nile virus CPE	XIAP antagonists	WT yeast gro inh	WT yeast gro inh mutant strain	ER stress rescue	Yfh1-off respiration	Large T inhibition	others
CS(=O)(=O)C1=NSC2=NC(=O)/C(=C\c3ccc(OS(=O)(=O)c4ccccc4)cc3)C(=N)N21	0.1%	9%	1.6%	0.3%	x	x	x	x	x	29%
c1cncc(-c2nc3c(ccc4ccccc43)[nH]2)c1	0.7%	1%	1.5%	0.6%	0.2%	12	7	-1.5%	i	u

In the list so far, these have a cyano group:
SMILES	K1F lysis inhibition	Dengue-2 NS5 capping	RSV CPE inhibition	West Nile virus CPE	XIAP antagonists	WT yeast gro inh	WT yeast gro inh mutant strain	ER stress rescue	Yfh1-off respiration	Large T inhibition	others
CSCSC1=C(C#N)C(c2ccc(Cl)cc2)C(C(C)=O)=C(C)N1 (stereo not drawn)	x	x	7.5%	-0.9%	-12%	57	21	-1.3%	i	5%
N#CC1=C(N)SC(N)=C(C#N)C1CCc1ccccc1	-0.5%	-6%	4.1%	-0.4%	-4.8%	0	4	-2.0%	i	12%
CCOc1ccc(-c2[nH]nc3c2C(c2ccc4c(c2)OCO4)C(C#N)=C(N)O3)cc1OC (stereo not drawn)	0.9%	10%	0.5%	x	1.2%	24	7	-1.8%	x	17%

Bioassay records (PubChem BioAssay)
